Mtb RmlCD inh – M. tuberculosis RmlC/RmlD coupled enzyme inhibitors, primary screen, biochemical, compound mixtures, 384-well, from 1536-well plates | RmlC+RmlD coupled enzyme assay, percent inhibition; primary screen in compound mixtures | 160,000 compounds, 0.03% hits | AID 1533, 2009 | inhibition, % at 3.6 µM | dTDP-4-dehydrorhamnose reductase (Mycobacterium tuberculosis (strain ATCC 25618 / H37Rv)) …; in the data active = inhibition mostly above about 34%, no sharp cut-off; note: some results filed as inactive read as strong as hits
Target sequence (P9WH09 whole entry, looked up): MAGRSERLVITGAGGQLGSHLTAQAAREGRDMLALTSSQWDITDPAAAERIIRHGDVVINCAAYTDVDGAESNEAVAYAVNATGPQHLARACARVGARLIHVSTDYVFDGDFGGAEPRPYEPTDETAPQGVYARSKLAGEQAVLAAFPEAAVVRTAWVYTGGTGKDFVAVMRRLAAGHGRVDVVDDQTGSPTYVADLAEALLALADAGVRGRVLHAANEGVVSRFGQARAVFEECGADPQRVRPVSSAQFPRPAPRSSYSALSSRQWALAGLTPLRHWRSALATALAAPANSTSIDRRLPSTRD
Target sequence (P9WH11 whole entry, looked up): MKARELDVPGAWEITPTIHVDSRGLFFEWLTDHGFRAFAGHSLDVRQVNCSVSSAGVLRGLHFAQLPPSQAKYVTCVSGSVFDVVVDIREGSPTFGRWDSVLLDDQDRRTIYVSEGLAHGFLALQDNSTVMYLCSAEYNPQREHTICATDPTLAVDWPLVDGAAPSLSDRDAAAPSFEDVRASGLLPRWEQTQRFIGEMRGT
GlmU inhibition – inhibition of mycobacterial GlmU enzyme – biochemical, glucosamine-1-phosphate acetyltransferase (AID 1376) | 220,000 compounds, 0.25% hits | Bifunctional protein GlmU (Mycobacterium tuberculosis (strain ATCC 25618 / H37Rv)) | inhibition, %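 (tested at 30 µM in the primary screen)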, or IC50 in µM where a hit was titrated | M. tuberculosis GlmU acetyltransferase enzyme assay; higher % means a stronger effect; in the data active = inhibition above about 13%;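 note: 0% = complete reaction with vehicle and 100% = reaction without substrate; strong numbers were not always called active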
* hit, by the source's call; · = not tested or not shown. These rows are one share of the data. The share of hits here may be higher or lower than overall.

Values run as follows: Mtb RmlCD inh, GlmU inhibition
- CC(=N\Nc1ccc(Cl)cc1)/C(=N/O)C(=O)Nc1ccccc1
→ 68, 5.2%
- Cn1cc(C(=O)NCc2ccc(F)cc2)c(=O)c2cc(S(=O)(=O)N3CCCCC3)ccc21
→ ·, 0.9%
- C(=N\NC1=Nc2cccc3cccc1c23)/c1ccccn1
→ 2, -2.6%
- CCn1cc(C(=O)OCC(=O)NCc2ccccc2Cl)c(=O)c2ccc(C)nc21
→ 5, 0.5%
- Cc1ccc(C(=O)Nc2nnc(-c3cccs3)s2)cc1C
→ -12, ·
- CCN(CC)CCn1c(C)nc2c(sc3nc4c(cc32)COC(C)(C)C4)c1=O
→ -5, ·
- O=C(CN1CC(=O)Oc2ccccc21)OCC(=O)c1ccc(Br)cc1
→ ·, 1.5%
- COc1ccc(C(=O)N/C(=C\c2cccc3ccccc23)C(=O)NCCc2c[nH]c3ccccc23)cc1OC
→ 10, -5.9%
- Cc1ccc(NC(=O)Cc2ccccc2Cl)cc1S(=O)(=O)N(C)C
→ 25, 0.8%
- O=C(O)CSCC(=O)NCc1ccccc1Cl
→ 12, 5.0%
- CC(=O)OCCCN1c2ccccc2Nc2nnc(-c3ccccc3)cc21
→ 24, 6.6%
- CCCOC(=O)Nc1nnc(CCC)s1
→ 5, 24%
- Cc1nc(N2CCN(c3ccccc3)CC2)[nH]c(=O)c1Cc1cccc2ccccc12
→ -3, ·
- FC(F)(F)c1ccc(/C=N/N2CCN(Cc3cccc4ccccc34)CC2)cc1
→ ·, 1.6%
- O=C(COc1ccc(S(=O)(=O)NC2CCCCC2)cc1Cl)NCc1cccnc1
→ 5, 5.1%

Complete entries as entered above. Screens in order: Mtb RmlCD inh	GlmU inhibition
CC(=O)OCCCN1c2ccccc2Nc2nnc(-c3ccccc3)cc21 across the screens: 24	6.6%
Cc1ccc(NC(=O)Cc2ccccc2Cl)cc1S(=O)(=O)N(C)C across the screens: 25	0.8%
COc1ccc(C(=O)N/C(=C\c2cccc3ccccc23)C(=O)NCCc2c[nH]c3ccccc23)cc1OC across the screens: 10	-5.9%
O=C(COc1ccc(S(=O)(=O)NC2CCCCC2)cc1Cl)NCc1cccnc1 across the screens: 5	5.1%
CCn1cc(C(=O)OCC(=O)NCc2ccccc2Cl)c(=O)c2ccc(C)nc21 across the screens: 5	0.5%

New compounds follow.
Values run as follows: Mtb RmlCD inh, GlmU inhibition
- C=C(C)CNC(=S)N/N=C(\C)c1ccc(OC)cc1
→ -6, -4.3%
- Oc1ccc2ccccc2c1C=NC1CCCCC1
→ ·, -1.4%
- N#Cc1c(OCC(=O)c2ccccc2)nc2c(c1-c1ccco1)CCc1ccccc1-2
→ ·, 1.9%
- O=C(CCc1ccccc1)NNc1ccc(F)cc1
→ ·, 8.4%
- CCCCn1c(SC(C)C(=O)c2ccc(OC)cc2)nc2cc(S(N)(=O)=O)ccc21 (stereo not drawn)
→ -14, 6.2%
- Cc1ccc(S(=O)(=O)N2CCN(Cc3cc(C(C)C)ccc3O)CC2)cc1
→ 36, -3.6%
- Cc1cc(C)cc(NC(=S)NN)c1
→ 5, 3.2%
- Cc1nn(C)cc1CNCc1ccc(OCC(O)CN(C)Cc2ccccc2)cc1 (stereo not drawn)
→ -2, 0.0%
- O=C(/C=C/c1ccc2c(c1)OCCO2)c1ccc(O)cc1
→ 2, -6.2%
- C=CCSc1nc2sc3c(c2c(=O)n1CC=C)CCc1ccccc1-3
→ -8, -4.6%
- O=C(NCc1nc(-c2ccc(C(F)(F)F)cc2)no1)Nc1ccc(OC(F)(F)F)cc1
→ -2, 2.0%
- Cc1cc2oc(C(=O)N(Cc3ccccc3)C3CCS(=O)(=O)C3)cc(=O)c2cc1Cl (stereo not drawn)
→ 12, -1.1%
- CCc1ccc(C(=O)CSc2nnc(C)c(=O)[nH]2)cc1
→ 46, 8.1%
- Cc1ccccc1-n1ncc2c(SCC(=O)NCc3cccs3)ncnc21
→ ·, -2.1%
- CCC(C)NC(=O)/C=C1\Sc2ccccc2NC1=O (stereo not drawn)
→ 0, -0.9%
- CCOc1cc(C)c(C(C)C)cc1S(=O)(=O)NCc1ccccn1
→ 7, -0.2%
- O=C(Nc1cc2cccc([N+](=O)[O-])c2oc1=O)c1cccs1
→ 7, 5.9%
- COc1cc2cc(CN(CCN3CCOCC3)C(=O)Nc3ccc(F)cc3)c(=O)[nH]c2cc1OC
→ 0, -1.0%
- O=C(NCc1ccco1)c1cc([N+](=O)[O-])ccc1N1CCOCC1
→ 9, 1.9%
- COc1cccc(Nc2nc3cc(OC)ccc3cc2C#N)c1
→ 6, 4.5%
- CC(C)c1ccc(N2CC(C(=O)Nc3nccs3)CC2=O)cc1 (stereo not drawn)
→ -4, -4.2%
- CC(=O)CCS(=O)(=O)c1ccc(Oc2ccc(S(=O)(=O)CCC(C)=O)cc2)cc1
→ ·, 3.2%
- CC(C)C(=O)Nc1ccc(C(=O)NNC(=O)NC2CCCCC2)cc1
→ ·, 1.8%
- Cc1ccccc1NC1(C#N)C(=O)Nc2ccccc21 (stereo not drawn)
→ 36, ·
- CN(c1ccccc1)c1nc(N)c([N+](=O)[O-])c(NCc2ccco2)n1
→ ·, -2.5%
- Cc1noc(C)c1S(=O)(=O)N1CCCC(C(=O)c2cccc(OC(C)C)c2)C1 (stereo not drawn)
→ -13, 3.1%
- O=C(CSc1nc2ccccc2[nH]1)c1cccs1
→ ·, 0.9%
- Cc1cccc(-c2nc3cc([N+](=O)[O-])ccc3o2)c1
→ 5, -3.7%
- Cn1c(NC(=O)c2ccc(C(C)(C)C)cc2)cc(=O)n(C)c1=O
→ 10, -3.1%
- O=C1N(S(=O)(=O)c2ccccc2F)C(=O)C2(CCCC2)N1S(=O)(=O)c1ccccc1F
→ -6, 1.6%
- O=C(O)/C=C/C(=O)NCc1ccccc1
→ -9, 1.4%
- Cc1cccc(NC(=O)COc2cccc3c2CCN(Cc2ccccc2)C3=O)c1C
→ 11, 0.2%
- Cc1ncc([N+](=O)[O-])n1CC(=O)Nc1ccccc1
→ 2, 6.9%
- COc1ccc(OC)c(-c2csc(NC(=O)Cc3cccs3)n2)c1
→ -12, 2.0%
- COC(=O)c1c(C(=O)OC)c2ccncn2c1Cl
→ 0, 1.2%
- COc1cccc(/C=N/n2c(=S)n(C)c3ccccc32)c1OC
→ -10, 2.9%
- OCC[n+]1c2ccccc2nc2ccc(N3CCOCC3)cc21
→ 4, -3.1%
- Oc1c(C(c2cccs2)N2CCN(c3ccccc3)CC2)ccc2cccnc12 (stereo not drawn)
→ 40, ·
- COCCCNC(=O)CSc1nc2ccccc2c(=O)n1Cc1ccc2c(c1)OCO2
→ 3, -2.1%
- C/C(=N\NC(N)=S)C1(C)CC2(CC(C)(C)OC2=O)C(=O)O1 (stereo not drawn)
→ -15, 1.3%
- Cn1c(N2CCN(C(=O)Nc3ccc(C(F)(F)F)cc3)CC2)nc2ccccc21
→ ·, 2.8%
- CC(=O)N1CCN(S(=O)(=O)c2ccc(C)cc2)C1c1ccc(N(C)C)cc1 (stereo not drawn)
→ ·, 4.3%
- Cc1nc2ccccc2c(=O)n1-c1ccncc1
→ -6, -7.8%
- Fc1ccc(-n2nnc(-c3cccnc3Cl)n2)cc1
→ ·, 0.5%
- C=CCOc1cccc(C(=O)N2CCCC(CCC(=O)NCc3ccccc3F)C2)c1 (stereo not drawn)
→ -14, -3.2%
- Cc1cc2cc(CNC(=O)COc3ccccc3)ccc2n1C
→ ·, 2.7%
- COc1ccc(C2C=C(c3ccccc3)Nc3nc(NC(C)=O)nn32)cc1 (stereo not drawn)
→ -4, -1.5%
- O=S(=O)(/N=C(/Nc1ccccn1)c1ccccc1)c1ccccc1
→ -2, 6.2%
- CCOC(=O)c1c(NC(=O)OC)sc(C(=O)N(C)C)c1C
→ 7, -3.5%
- CC(C)(C)NC(=O)Cn1nc(C(F)(F)F)c2c1CCCC2
→ 6, -1.3%
- NNC(=O)CCN(Cc1ccco1)S(=O)(=O)c1ccc(Cl)cc1
→ -1, 1.1%
- CC1CCCCN1CC(=O)Nc1cc(S(=O)(=O)N2CCOCC2)ccc1N1CCCC1 (stereo not drawn)
→ -8, -1.9%
- COC(=O)c1[nH]c2ccc(C)cc2c1NC(=O)Nc1ccccc1OC
→ 0, -1.2%
- CCOc1ccc(NC(=O)CSc2nc3cccnc3n2CCOC)cc1
→ 11, 5.3%
- COc1ccc(-c2csc(NC(=O)COC(=O)Cc3ccc(Cl)cc3Cl)n2)cc1
→ 18, 0.8%
- Cc1ccnc(NC(=O)CCCOc2ccccc2)c1
→ 5, 1.0%
- Cc1ccc(S(=O)(=O)N2CCC(C(=O)NCc3ccccc3Cl)CC2)cc1
→ 36, -1.8%
- Cc1onc(-c2ccccc2Cl)c1C(=O)OCC(=O)c1ccccc1
→ -7, 3.7%
- C#CCNC(=O)C1=C[C@H](C2CCCCC2)C[C@H](OCCCCO)O1
→ ·, 0.1%
- CN(Cc1cnccn1)C(=O)CC1C(=O)NCCN1CC(c1ccccc1)c1ccccc1 (stereo not drawn)
→ ·, 0.6%

(continued)
Values run as follows: Mtb RmlCD inh, GlmU inhibition
- Cc1ccc(C(=O)OCCc2sc[n+](Cc3ccccc3)c2C)cc1
→ -7, 3.9%
- O=C(CSc1nnc(CNC(=O)c2cccs2)o1)c1ccc(Cl)cc1
→ -4, -0.2%
- COC(=O)c1ccc(Cl)c(NC(=O)CN2CCOCC2)c1
→ 2, 2.1%
- CN1C(=O)CC(N2CCC(c3nc4ccccc4s3)CC2)C1=O (stereo not drawn)
→ -7, -0.7%
- CCn1c(SCc2nc3ccccc3s2)nnc1-c1cccs1
→ 3, -1.5%
- C=CCn1c(Sc2nnc(C)s2)nc2c1c(=O)[nH]c(=O)n2C
→ -2, -1.8%
- COc1ccccc1-c1nnc2n1N=C(C(C)(C)C)CS2
→ 12, -1.5%
- O=C(Nc1ccc2c(c1)CCC2)c1ccc(Br)o1
→ 2, -2.8%
- COc1ccc(CNC(=O)C2(c3ccc(Cl)cc3)CC2)cc1
→ 4, 6.0%
- Cc1ccc(NC(=O)CSc2nnc(/N=C/N(C)C)s2)cc1
→ 0, -5.0%
- Cc1cc(OCC(=O)Nc2ccccc2F)nc(C(C)C)n1
→ 3, 3.0%
- CCCOc1nc2ccccc2cc1/C=C/C(=O)O
→ -9, 0.6%
- CC(=Nc1ccc(O)cc1)c1sc2ccccc2c1O
→ ·, -3.9%
- CCOC(=O)C(=NCCOC)NNc1cc(Cl)ccc1Cl
→ ·, -0.4%
- Nc1ccccc1SC1CC(=O)N(c2ccccc2Cl)C1=O (stereo not drawn)
→ -11, -4.9%

Further entries:
SMILES	Mtb RmlCD inh	GlmU inhibition
COC(=O)[C@H](CCSC)NC(=O)Nc1ccc(C(C)C)cc1	4	0.3%
O=C(Nc1ccc(Cl)c(Cl)c1)c1ccc(Cn2c(=O)[nH]c3ccsc3c2=O)cc1	·	-5.1%
Cc1cc(C=O)c(C)n1C1CCCCC1	-10	7.0%
COC(=O)c1c(C)c(OC(=O)c2c(C)cc(O)c(C=O)c2O)cc(C)c1O	·	2.0%
COc1ccc(-c2[nH]ncc2-c2ccc3c(c2)OCCO3)c(O)c1	4	-2.1%
COc1ccc(COCCN2CCN(S(=O)(=O)c3ccccc3)CCC2=O)cc1	·	2.6%
O=C(Nc1cscc1S(=O)(=O)c1ccccc1)c1ccccc1Cl	15	3.5%
CC(=O)Nc1ccc(N2C(C(C)=O)=NN(c3ccc(Cl)cc3)C2c2sccc2C)cc1 (stereo not drawn)	·	-5.7%
CCOC(=O)C1=C(O)/C(=C\c2sccc2C)N=C1C	·	-4.1%
COc1ccccc1N(CC(=O)NCc1ccccn1)S(C)(=O)=O	-9	2.5%
COc1ccc(NC(=O)c2cccc(Oc3ccc([N+](=O)[O-])cc3Cl)c2)cc1	·	2.3%
CN1CCN(NC(=O)c2ccc(COc3ccccc3Br)o2)CC1	-15	0.6%
Cc1nnc(SCC(=O)NC(C)c2ccccc2)[nH]c1=O (stereo not drawn)	-1	1.2%
COc1ccc(CCNC(=O)Cc2nn(C)c(=O)c3ccccc23)cc1OC	·	-5.0%
COc1ccc(Nc2cc(C)nc3ncnn23)c(OC)c1	6	3.1%
Nc1cc(=O)nc(SCC(=O)Nc2cccc3ccccc23)n1CCc1ccccc1	-10	-0.1%
Cc1ccc(NC(=O)c2noc3c2CCc2ccccc2-3)cc1	11	-0.7%
CNC(=O)c1cccc2nc3ccccc3nc12	55	6.8%
C=CCc1cc(C=O)cc(OCC)c1OCc1ccc(Cl)cc1	·	-0.5%
Cn1c(/C(C#N)=N/O)nc2ccccc21	·	-0.2%
COc1ccc(S(=O)(=O)n2oc(=O)cc2-c2ccccc2)cc1	9	2.0%
CCc1ccccc1NC(=O)CN(C)C(=O)CSc1nn(-c2ccccc2)c(=S)s1	2	0.0%
c1ccc2c3nnc4n(c-3nc2c1)CCCS4	78	0.8%
O=C(Nc1nccs1)C1CCCN1S(=O)(=O)c1ccc(F)cc1 (stereo not drawn)	·	2.0%
COc1ccc(OC)c(/C=N\NC(=O)CSc2nnc(CCCc3ccc(OC)c(C)c3)o2)c1	4	1.2%
Cn1ccnc1Sc1nc(Nc2cccc(Cl)c2)nc(N2CCOCC2)n1	-12	7.7%
CCCCC12CNCC(C)(CNC1)C2=O	-11	-1.4%
CCOC(=O)CSCC(=O)Nc1nnc(-c2cccc([N+](=O)[O-])c2)s1	·	-5.3%
O=C(CCS(=O)(=O)Cc1ccccc1)NCCc1ccccc1	-7	-0.3%
CC(=O)c1cccc(CN2CCN(CCC(C)C)C(CCO)C2)c1 (stereo not drawn)	·	2.5%
COc1cc(OC)c(NC(=S)Nc2cccc(C(C)=O)c2)cc1Cl	9	4.6%
COC(=O)Cn1c(C)c(C#N)c2ccccc21	·	1.5%
CN(CC(=O)Nc1ccc(F)cc1[N+](=O)[O-])Cc1ccccc1	4	-5.2%
